Tau ThT inhib – inhibitors of human tau fibril formation, thioflavin T binding. recombinant tau K18 P301L, heparin-induced fibrillization, ThT fluorescence. 270,000 tested, 2.1% active. Potency, µM (series often up to 57.4 µM), for the others: top-dose activity, negative = inhibition, actives largely listed as inhibitors. AID 1460; further: on the % scale 0 is the no-effect control and ±100 the full control effect; nearly all actives have a fitted effect of over 55% in size
Target sequence (P10636 561-689 P618L limits assumed): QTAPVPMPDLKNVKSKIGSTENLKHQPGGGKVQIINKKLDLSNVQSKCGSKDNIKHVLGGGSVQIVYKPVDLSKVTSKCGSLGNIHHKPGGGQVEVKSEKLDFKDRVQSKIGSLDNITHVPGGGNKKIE
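K18 P301L tau (15 uM + 0.24 uM Alexa 594-tagged), heparin 20 uM, NaOAc pH 7, 6 h 37 C; ThT 30 uM, 1 h RT, ex 450/em 510 nm.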
Tau fluor counter – counter-screen for tau fibril formation inhibitors; tau K18 P301L Alexa594 fluorescence, heparin fibrillization; Potency, µM (top dose mostly 57.7 µM), for inactives: at the highest dose activity change, negative = decrease; 280,000 tested, 0.93% active; AID 1463; further: on the % scale 0 is the no-effect control and ±100 the full control effect; nearly all actives have a fitted effect of over 55% in size
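Human tau K18 P301L (15 uM unlabeled, 0.24 uM Alexa 594-labeled) in 100 mM sodium acetate pH 7 with 20 uM heparin, 6 hr at 37 C. ThT 30 uM added, 1 hr ambient; Alexa 594 FP and total fluorescence read at 555/632 nm.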
HttQ103 aggreg – mutant huntingtin aggregation inhibition; PC12 HttQ103-GFP aggregates, Acumen cytometry, 40 h; 220,000 tested, 1.1% active; Potency, µM (titrated, usually from 46.1 µM), inactives show at the highest dose activity change, negative = inhibition, usual class: inhibitors; further: on the % scale 0 is the no-effect control and ±100 the full control effect; nearly all actives have a fitted effect of over 60% in size
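Read-out: GFP aggregate count by laser scanning cytometer (488 nm excitation, 500-530 nm emission, 1–25 µm objects >6 SD above background). Cells: PC12, inducible HTTex1-Q103-GFP, 100 nM tebufenozide; compounds titrated.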
HTT cytoprotect – cytoprotection in Huntington HTT-Q103 PC12 cell model | PC12 HTT-Q103 induced, cytoprotection, ATP luminescence, 40 h | Potency, µM (top dose mostly 56.4 µM), for the others: cytoprotection (ATP increase), actives largely listed as activators | 230,000 tested, 0.14% active | AID 1471;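 further: % of control where 0% means no effect; nearly all actives have a fitted effect of over 45% in size; toxic huntingtin expression switched on by the ecdysone agonist tebufenozide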
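Compounds were screened for protection of PC12 cells against cell death after tebufenozide induction (100 nM final) of mutant Huntingtin exon 1 (Q103) fused to GFP.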
Tau fibril FP – tau fibrillization inhibition (FP) | AID 1468 | K18 P301L tau heparin fibrillization, Alexa594 FP, 6 h | Potency, µM (titrated, usually from 57.7 µM), for inactives: at the top dose activity, negative = inhibition, hits mostly inhibitors | P10636 | 280,000 tested, 0.39% active; further: on the % scale 0 is the no-effect control and ±100 the full control effect; nearly all actives have a fitted effect of over 55% in size
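Steps: dispense K18 P301L tau (15 uM plus 0.24 uM Alexa 594 tracer, final) in pH 7 sodium acetate; add compound; add heparin (20 uM final); incubate 6 hr, 37 C; add ThT (30 uM final); after 1 hr ambient, read FP.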
KDM4E inh – JMJD2E (human) inhibition | AID 2147 | B2RXH2 | JMJD2E catalytic domain, FDH-coupled NADH fluorescence (FDH is formaldehyde dehydrogenase) | Potency, µM (doses to about 57.1 µM), inactives show at the highest dose activity change, negative = inhibition, hits mostly inhibitors | 230,000 tested, 1.6% active; active means well fitted inhibition curve with a large enough effect, not every such curve was filed as active; inconclusive means small, poorly fitted or top-dose-only effect, or another doubt; inactive means no such curve, though single readings can be large or run the other way;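 further: 0% = wells with enzyme and -100% = buffer wells without enzyme; nearly all actives have a fitted effect of over 50% in size; many of its hits are not listed in these tables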
Target sequence (B2RXH2 1-337 limits assumed): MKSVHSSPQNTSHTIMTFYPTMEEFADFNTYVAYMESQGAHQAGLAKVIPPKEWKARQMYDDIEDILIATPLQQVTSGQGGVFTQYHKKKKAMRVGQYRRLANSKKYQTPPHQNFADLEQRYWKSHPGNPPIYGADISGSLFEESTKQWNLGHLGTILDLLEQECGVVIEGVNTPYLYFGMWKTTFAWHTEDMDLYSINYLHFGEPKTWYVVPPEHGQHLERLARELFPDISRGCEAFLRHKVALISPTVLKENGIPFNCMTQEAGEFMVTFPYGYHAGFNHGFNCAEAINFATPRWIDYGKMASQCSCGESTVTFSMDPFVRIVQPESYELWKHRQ
SMN2 splice enh – increases expression of the SMN2 splice variant; HEK293 SMN2-luciferase splicing reporter, luminescence, 30-36 h; Potency, µM (highest dose often 46.1 µM), without a hit: at the top dose activity change, positive = activation, most hits filed as activators; 210,000 tested, 2.8% active; AID 1458; further: % of control where 0% means no effect; nearly all actives have a fitted effect of over 55% in size
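HEK293 cells carry an SMN2 […]–luciferase reporter in which exon 7 inclusion puts luciferase in frame. Cells were plated 10-12 h before compound addition, then incubated 30-36 h at 37C. ONE-Glo luminescence was read; sodium butyrate at 4.5 mM final served as control.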
ALDH1A1 inh – ALDH1A1 (human) enzyme inhibition | Purified ALDH1A1, NADH fluorescence, propionaldehyde substrate | 220,000 tested, 7.3% active | P00352 | AID 1030 | Potency, µM (top dose mostly 75.3 µM), inactives show at the top dose activity, negative = inhibition, hits mostly inhibitors; active means well fitted inhibition curve with a large enough effect, not every such curve was filed as active; inconclusive means small, poorly fitted or top-dose-only effect, or another doubt; inactive means no such curve, though single readings can be large or run the other way;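 further: plate controls were no enzyme wells and a reference inhibitor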
Target sequence (P00352 whole entry, looked up): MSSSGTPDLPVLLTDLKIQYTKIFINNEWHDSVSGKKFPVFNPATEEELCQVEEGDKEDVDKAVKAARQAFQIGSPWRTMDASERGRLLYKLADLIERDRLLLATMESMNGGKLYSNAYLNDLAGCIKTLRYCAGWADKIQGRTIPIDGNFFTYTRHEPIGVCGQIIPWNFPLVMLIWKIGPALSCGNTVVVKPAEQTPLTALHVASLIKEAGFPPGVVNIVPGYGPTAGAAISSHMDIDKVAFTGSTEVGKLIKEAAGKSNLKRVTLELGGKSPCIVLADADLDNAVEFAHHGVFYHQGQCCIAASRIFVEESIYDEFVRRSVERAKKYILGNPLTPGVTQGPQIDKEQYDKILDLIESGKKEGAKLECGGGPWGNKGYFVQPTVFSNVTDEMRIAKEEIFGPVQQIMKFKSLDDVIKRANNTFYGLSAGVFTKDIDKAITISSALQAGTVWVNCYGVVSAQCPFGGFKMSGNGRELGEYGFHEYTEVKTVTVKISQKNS
Starred values were filed as active, the others as inactive; ? = inconclusive; nt = not tested or not shown; & = joins results of further samples; [ ] = remark or other dose. Unless noted, the call rests on the fitted dose curve; in most records, active means well fitted curve in the direction sought with a large enough effect; inconclusive means small, poorly fitted or top-dose-only effect, or another doubt; inactive means no such curve, though single readings can be large; an effect the other way counts as inactive or inconclusive. Potency means the concentration at half of the fitted maximal effect.

Results follow in this order: Tau ThT inhib	Tau fluor counter	HttQ103 aggreg	HTT cytoprotect	Tau fibril FP	KDM4E inh	SMN2 splice enh	ALDH1A1 inh
> CCOC(=O)CC1C(=O)NCCN1C(=O)c1cccc(C(F)(F)F)c1 (stereo unspecified)
 : -14%	-7%	6%	8%	-7%	13%	4%	10%
> O=c1c2cnn(-c3ccccc3)c2nc(-c2cccs2)n1-c1ccc(Br)cc1
 : -16%	-23%	2%	-1%	-4%	?	8%	-6%
> CSc1nnc(SCC#N)s1
 : nt	0%[0.0958 µM]	23%[9.22 µM]	-10%[10 µM]	-3%[0.0958 µM]	7%	nt	nt
> CCc1ccc(N2CC(C(=O)N/N=C/c3cccc([N+](=O)[O-])c3)CC2=O)cc1 (stereo unspecified)
 : -6%	-21%	11%	-17%	-8%	0%	-3%	5%
> CCc1ccc(C(=O)Nc2ccc3nn(-c4ccc(C)c(Cl)c4)nc3c2)cc1
 : ?	-7%	nt	nt	?	nt	15%	nt
> CC(C)c1ccc(NC(=O)NCc2ccc(F)cc2)cc1
 : -2%	-27%	-21%	-88%[inhibitor]	-11%	0%	19%	-5%
> CCOC(=O)N1N=C(CC)CC1(O)C(F)(F)F (stereo unspecified)
 : -2%	1%	-17%	-12%[10 µM]	1%	5%	3%	6%
> CCCn1c(SCC(=O)C(C)(C)C)nc2ccccc21
 : -4%	-6%	-2%	13%[10 µM]	-3%	-4%	-3%	?
> Cc1c(NC(=O)CN2C(=O)c3cccc4cccc2c34)c(=O)n(-c2ccccc2)n1C
 : -9%	-5%	1%	9%[10 µM]	-8%	-28%	-18%	?
> CC1CC(=O)Nc2ccccc2N1C(=O)Nc1ccc(F)cc1F (stereo unspecified)
 : 0%	-5%	-20%[9.22 µM]	13%[10 µM]	-3%	6%	nt	nt
> C/C=C/c1ccc(OCCCNC2CCCC2)c(OC)c1
 : -9%	-7%	7%	2%	-5%	-23%	nt	28µM*
> CC(C)CC(=O)Nc1ccc(Oc2ccc(NC(=O)CC(C)C)cc2)cc1
 : 2%	6%	-2%	?	6%	-8%	nt	16%
> COc1ccccc1CC1(C)NC(=O)N(CC(=O)N2CC(C)OC(C)C2)C1=O (stereo unspecified)
 : -3%	-1%	-3%	-12%[0.074 µM]	5%	-3%	-5%	13%
> Cc1ccc(OCC(=O)OC2CCS(=O)(=O)C2)cc1 (stereo unspecified)
 : -4%	-7%	-15%	-20%	-4%	8%	-21%	4%
> COc1cc(-c2coc3cc(OCc4ccccc4)c(OC)c(O)c3c2=O)cc(O)c1OC
 : ?	?	nt	-124%[inhibitor]	-5%	-7%	1%	?
> Brc1cccc(-c2cnn3c(-c4ccccc4)cc(-c4ccccc4)nc23)c1
 : ?	-13%	nt	nt	?	nt	-10%	nt
> CO[C@@H]1COC(=O)[C@H](C)NC(=O)C/C=C\[C@@H](C)[C@H](OC)COC(=O)[C@H](C)NC(=O)C/C=C\[C@H]1C
 : -14%[11.5 µM]	-9%[11.6 µM]	nt	-9%[10 µM]	-1%[11.6 µM]	nt	nt	0%[13.5 µM]
> COc1ccccc1CNC(=O)COC(=O)c1ccc(S(=O)(=O)N2CCCC2)cc1
 : 0%	1%	-14%	14%[10 µM]	0%	-13%	20%	5%
> O=C(c1ccccc1)N(Nc1ccccc1)c1ccccc1
 : 6%	-3%	12%	-40%	6%	-7%	-8%	-5%
> N#CC1=C(N)Oc2cc(O)ccc2C1c1ccncc1 (stereo unspecified)
 : ?	-15%	19%	-3%	-6%	-16%	-6%	1%

Results follow in this order: Tau ThT inhib	Tau fluor counter	HttQ103 aggreg	HTT cytoprotect	Tau fibril FP	KDM4E inh	SMN2 splice enh	ALDH1A1 inh
> COc1ccc(NC(=O)CSc2ccccn2)cc1
 : 7%	-2%	2%	-1%[10 µM]	-1%	-7%	?	-4%
> CCN(CCCNC(=O)C1CCCN(S(=O)(=O)c2cnc[nH]2)C1)c1ccccc1 (stereo unspecified)
 : -4%	-4%	6%	8%	-11%	-2%	-4%	-8%
> CCc1ccccc1NC1=NCC(=O)N1Cc1ccc2c(c1)OCO2
 : -9%	-4%	10%	23%[10 µM]	7%	1%	9%	5%
> CCCCNc1nc(Oc2ccc(=O)[nH]n2)nc(N(C)C)n1
 : 2%	2%	nt	nt	9%	nt	0%	nt
> O=C1CN(C(=O)COC(=O)/C=C/c2ccc(OC(F)F)cc2)c2ccccc2N1
 : 7%	-3%	-2%	8%[10 µM]	?	13%	-10%	6%
> CCN1CCN(c2cc(C)c3cc(NC(=O)/C=C/c4ccc(OCCC(C)C)cc4)ccc3n2)CC1
 : 7.1µM*	?	nt	nt	5%	nt	4%	nt
> Cc1cc(=O)[nH]c(N/N=C/c2ccc(OC(=O)c3ccco3)cc2)n1
 : -13%	-2%	-4%	6%[10 µM]	1%	-11%	-1%	4%
> CCC(c1nnnn1C(C)(C)CC)N(CCCN1CCOCC1)Cc1cc2cccc(C)c2[nH]c1=O (stereo unspecified)
 : -9%	-7%	-6%	-5%	-3%	-13%	-5%	?
> Cc1cc(S(=O)(=O)NC2CCCCC2)ccc1OCC(=O)NCC1CCCO1 (stereo unspecified)
 : 0%	-5%	4%	nt	-3%	4%	-8%	-1%
> CCN(C(=O)/C=C/c1ccc2c(c1)OCO2)c1ccccc1
 : 8%	10%	19%	13%[10 µM]	4%	-25%	-8%	-15%
> CCOc1cc(CNC2CCCC2)cc(Cl)c1OCc1ccc(F)cc1
 : ?	-16%	-24%	-24%	-12%	3%	-1%	4%
> O=c1oc2ccccc2c2oc3cc(O)c(O)cc3c12
 : ?	?	12%[9.22 µM]	-113%[inhibitor]	?	28µM*	-3%	-5%
> O=C(Nc1cccc(-c2csc(Nc3ccc(Cl)cc3)n2)c1)c1cccc(C(F)(F)F)c1
 : 13µM*	7.9µM*[quencher]	-19%[9.22 µM]	-2%[10 µM]	-3%	-10%	nt	nt
> S=c1[nH]nc(COc2ccc(Cl)cc2)o1
 : 2%	-3%	-12%	-31%	-10%	-13%	-20%	3.5µM*
> Cc1ccc(C)c(NC(=O)c2cc(-c3ccccc3)nn2-c2ccccc2)c1
 : ?	-14%	16%	-2%[1.9 µM]	1%	-21%	-11%	?
> COc1cc(/C=C(\C#N)C(=O)NCCc2ccccc2)cc(OC)c1O
 : ?	-29%	-9%	-27%	2%	-13%	nt	-2%
> CCC(=O)N1c2ccccc2NC2=C(C(=O)CCC2)C1c1ccccc1 (stereo unspecified)
 : ?	-23%	-3%	27%	-9%	-7%	-1%	-4%
> C1CCC(n2nnnc2CN2CCCC2)CC1
 : -4%	-1%	6%	-3%	3%	1%	-11%	?
> Cc1ccc(Cn2c(N)c(S(=O)(=O)c3cccs3)c3nc4ccccc4nc32)cc1
 : -9%	-16%	2%	6%	?	?	-8%	?
> Cc1cccc(N2CCN(Cc3nc(C4CC4)no3)CC2)n1
 : 1%	2%	-7%[9.22 µM]	21%[10 µM]	0%	3%	nt	nt

Results follow in this order: Tau ThT inhib	Tau fluor counter	HttQ103 aggreg	HTT cytoprotect	Tau fibril FP	KDM4E inh	SMN2 splice enh	ALDH1A1 inh
> COc1ccc(CN(Cc2ccco2)C(=O)COc2ccccc2Cl)cc1
 : -15%	-17%	nt	nt	-7%	nt	-13%	nt
> CC1(C)CC(=O)C(C=Nc2cc(C(=O)c3ccccc3)ccc2N)=C(O)C1
 : ?	-9%	-4%	-20%	9%	-3%	-5%	11µM*
> COc1cc(C(=O)NCc2ccc(C(=O)NCC(OC)OC)cc2)cc(OC)c1OC
 : -7%	-5%	-17%	-29%	-3%	0%	-8%	5%
> CCCCNC(=O)C1CCC(CNS(=O)(=O)c2ccc(NC(C)=O)cc2)CC1 (stereo unspecified)
 : 1%&5%	-2%&5%	-2%	nt	-1%&1%	3%	14%	2%
> COc1ccc2[nH]c(C(=O)Nc3cccc(C)n3)cc2c1
 : ?	-26%	10%[9.22 µM]	-33%[10 µM]	-1%	?	nt	?
> Cc1c(NC(=S)N/C(=N/S(=O)(=O)c2ccc(Cl)cc2)c2ccccc2)c(=O)n(-c2ccccc2)n1C
 : 2%	-3%	20%[9.22 µM]	15%[10 µM]	-4%	5%	nt	8.9µM*
> CCc1ccc(NC(=O)C2(c3ccccc3)CC2(Cl)Cl)cc1 (stereo unspecified)
 : -1%	-25%	?	-6%	-11%	-4%	-15%	5%
> CCN(CC(=O)NCc1ccc(F)cc1)Cc1cc(=O)n2ccsc2n1
 : -7%	-1%	-9%	-18%	5%	?	0%	?
> COC(=O)c1[nH]c2cc(C)ccc2c1NC(=O)CN1CCN(c2ccccc2OC)CC1
 : ?	?	-14%	-23%[0.074 µM]	?	?	?	-15%
> O=C(CC1Sc2ccccc2NC1=O)NCc1cccc(Cl)c1 (stereo unspecified)
 : 5%	0%	?	nt	-8%	-2%	-13%	13%
> Cc1cccc(C)c1OCC(=O)N(Cc1ccco1)Cc1ccco1
 : -9%	-11%	nt	nt	0%	nt	16%	nt
> CCSc1nc(C2CC2)cc(-c2ccco2)c1C#N
 : ?	?	-4%	-22%	?	-24%	7%	?
> Cc1cc(C)c2c(C)c(C(=O)NCc3ccc(S(N)(=O)=O)cc3)oc2c1
 : 4%	2%	-2%[9.22 µM]	-44%	-15%	?	10%	5%
> CCOc1ccccc1NC(=O)N1CCC(c2nc3ccccc3[nH]2)CC1
 : -11%	-8%	-5%	9%	-3%	14%	-18%	2%
> COc1cc(/C=C2\SC(=S)N(Nc3ccccc3)C2=O)ccc1O
 : 11µM*	28µM*[quencher]	?	-21%[10 µM]	11%	8%	4%[1.84 µM]	10µM*
> CCc1ccc(NC(=S)N(Cc2ccccc2)Cc2ccccn2)cc1
 : -9%	?	?	-97%[inhibitor]	-8%	-2%	?	-4%
> CC(C)[C@@H](CC(=O)N[C@@H]1CCCC[C@H]1C(=O)N[C@H](CC(=O)N[C@@H](CCC(=O)O)CC(=O)O)Cc1c[nH]c2ccccc12)NC(=O)C[C@H](Cc1c[nH]c2ccccc12)NC(=O)[C@@H]1CNCC[C@H]1N
 : -14%	-9%	nt	-10%[1.9 µM]	-7%	?	3%	-4%
> Cc1cc(C)c2nc(Nc3nc(-c4ccccc4)cc(=O)[nH]3)nc(C)c2c1
 : ?	-7%	5%[9.22 µM]	-3%[10 µM]	2%	2%	nt	nt

A portion of the library; rates above refer to the full screens.
